GLS inh – qHTS for Inhibitors of Glutaminase (GLS); hit rate 0.21% among 410,000; GLS enzymatic activity, qHTS titration; Potency, µM (highest dose often 45.5 µM), for the others: top-dose activity change, negative = inhibition, most hits filed as inhibitors; AID 624170, 2012; Glutaminase kidney isoform, mitochondrial (Homo sapiens), O94925; also: potency is read from the fitted curve at half-maximal effect; % is scaled to controls: 0 for no effect and ±100 for the full control effect
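Coupled fluorescence readout: glutamate oxidase/HRP/Amplex Red detect glutamate formed by hKGA from L-glutamine (1 mM solution added). Buffer 45 mM KH2PO4 pH 8.2, 0.02% Tween-20; reads at t0 and 30 min RT.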
BAZ2B block – qHTS Assay for Inhibitors of BAZ2B; Bromodomain adjacent to zinc finger domain protein 2B (Homo sapiens), Q9UIF8; Potency, µM (top dose mostly 114 µM), inactives show top-dose activity change, negative = inhibition, usual class: inhibitors; AlphaScreen BAZ2B-H3K14Ac peptide displacement; hit rate 4.4% among 360,000; also: potency is read from the fitted curve at half-maximal effect; % is scaled to controls: 0 for no effect and ±100 for the full control effect; nearly all actives have a fitted effect of over 60% in size
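Complex of BAZ2B and biotin-H3K14Ac (50 nM apiece) forms over 30 min at RT, then faces library compounds up to 110 uM for another 30 min; AlphaScreen beads added, 20 min dark incubation, luminescence read.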
Tb PGK inh – qHTS Assay to Find Inhibitors of Phosphoglycerate Kinase | AID 602233, 2012 | Phosphoglycerate kinase, glycosomal (Trypanosoma brucei brucei), P07378 | Potency, µM (series often up to 57.5 µM), without a hit: at the highest dose activity change, negative = inhibition, hits mostly inhibitors | hit rate 0.043% among 380,000 | PGK/GAPDH coupled, Kinase-Glo luminescence, 60 min; also: potency is read from the fitted curve at half-maximal effect; % is scaled to controls: 0 for no effect and ±100 for the full control effect; nearly all actives have a fitted effect of over 60% in size
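Luminescent ATP detection (Kinase-Glo Plus) follows a 60-minute room-temperature incubation, with wells lacking PGK as controls. Buffer: 100 mM TEA (pH 7.6), 5 mM MgCl2, 0.01% Tween-20. Coupling enzyme GAPDH (100 nM final) supplies unstable 1,3-BPG in-well.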
HP1b chromo inh – HTS for Inhibitors of HP1-beta Chromodomain Interactions with Methylated Histone Tails | Chromobox protein homolog 1 (Homo sapiens), P83916 | AlphaScreen HP1-beta / biotin-H3K9me3 peptide binding | Potency, µM (top dose mostly 114 µM), for inactives: at the highest dose activity change, negative = inhibition, actives largely listed as inhibitors | hit rate 0.56% among 390,000 | AID 540317, 2011; also: potency is read from the fitted curve at half-maximal effect; nearly all actives have a fitted effect of over 70% in size; inactives centre near 23
Target sequence (P83916 whole entry, looked up): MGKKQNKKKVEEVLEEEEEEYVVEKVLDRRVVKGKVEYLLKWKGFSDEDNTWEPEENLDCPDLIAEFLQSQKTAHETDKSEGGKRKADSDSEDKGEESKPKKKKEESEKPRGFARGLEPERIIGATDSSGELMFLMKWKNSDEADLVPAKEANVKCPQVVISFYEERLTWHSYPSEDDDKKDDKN
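AlphaScreen: HP1-beta (50 nM) preformed 30 min with biotin-H3(1-18)K9me3 peptide (50 nM) in PBS pH 7.4, 0.01% Tween-20. Compound added for 30 min at RT, then streptavidin donor/nickel chelate acceptor beads (10 ug/mL) for 30 min.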
G9a block – qHTS Assay for Inhibitors of Histone Lysine Methyltransferase G9a; AID 504332, 2011; Histone-lysine N-methyltransferase EHMT2 (Homo sapiens), Q96KQ7; Potency, µM (highest dose often 102 µM), inactives show at the highest dose activity, negative = inhibition, hits mostly inhibitors; G9a H3K9 monomethylation, AlphaScreen, 2 h; hit rate 8.8% among 350,000; also: potency is read from the fitted curve at half-maximal effect; % is scaled to controls: 0 for no effect and ±100 for the full control effect; nearly all actives have a fitted effect of over 75% in size
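AlphaScreen detection with an anti-monomethyl H3K9 antibody quantified product after a 2 h room-temperature reaction containing 500 nM biotinylated H3K9 peptide, 20 µM SAM and 20 nM enzyme, which had been preincubated 15 min with compound.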
Pin1 inh – qHTS Assay to Find Inhibitors of Pin1 | Peptidyl-prolyl cis-trans isomerase NIMA-interacting 1 (Homo sapiens), Q13526 | Potency, µM (titrated, usually from 115 µM), for the others: at the top dose activity, negative = inhibition, actives largely listed as inhibitors | Pin1 FP peptide displacement, HiFluor488, 10 min | AID 504891, 2011 | hit rate 0.009% among 390,000; active = well fitted inhibition curve with a large enough effect in the polarisation, with a control signal flat, not every such curve was filed as active; inconclusive = small, poorly fitted or top-dose-only effect, or effect the other way, or a change in a side signal; inactive = no such curve, though single readings can be large or run the other way; the % refers to the polarisation; also: potency is read from the fitted curve at half-maximal effect; % is scaled to controls: 0 for no effect and ±100 for the full control effect
Target sequence (Q13526 whole entry, looked up): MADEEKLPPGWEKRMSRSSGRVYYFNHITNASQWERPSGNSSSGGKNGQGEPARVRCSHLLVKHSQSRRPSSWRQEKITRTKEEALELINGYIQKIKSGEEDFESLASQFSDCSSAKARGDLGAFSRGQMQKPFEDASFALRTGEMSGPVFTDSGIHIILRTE
ERG-DNA inh – qHTS for Small Molecule Inhibitors of the ERG Ets/DNA interaction; hit rate 0.028% among 370,000; fluorescence polarization, His-ERG Ets domain / labelled DNA; Potency, µM (series often up to 76.9 µM), without a hit: top-dose FP activity, negative = inhibition, hits mostly inhibitors; Transcriptional regulator ERG (Homo sapiens), P11308; AID 624246, 2012; active = well fitted inhibition curve with a large enough effect in the polarisation, with a control signal flat; inconclusive = small, poorly fitted or top-dose-only effect, or effect the other way, or a change in a side signal; inactive = no such curve, though single readings can be large or run the other way; the % refers to the polarisation;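 also: polarization taken with two DNA probes labelled with fluorescein and Texas red; potency is read from the fitted curve at half-maximal effect; % of control where 0% means no effect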
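His-tagged ERG Ets domain (1 uM in the protein solution; 300mM KCl, 50mM Tris-HCl, 1mM EDTA, 1mM DTT, pH 7.5) received compound, then a probe mix of 5 nM fluorescein-DNA and 100nM Texas-615-DNA. Fluorescence polarization was read for both dyes.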
PI4K2A block – qHTS for small molecular inhibitors of PI4K2A | activity change, negative = inhibition, % at 76.9 µM | AID 1346378, 2018 | purified PI4K2A, ADP-Glo luminescence, 1 h; hits give low values | hit rate 0.13% among 420,000; in the data active = activity change below about -50%; inconclusive = mostly about -30% to -49%;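 also: -100% = wells without enzyme as full effect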
Target sequence (Q9BTU6 whole entry, looked up): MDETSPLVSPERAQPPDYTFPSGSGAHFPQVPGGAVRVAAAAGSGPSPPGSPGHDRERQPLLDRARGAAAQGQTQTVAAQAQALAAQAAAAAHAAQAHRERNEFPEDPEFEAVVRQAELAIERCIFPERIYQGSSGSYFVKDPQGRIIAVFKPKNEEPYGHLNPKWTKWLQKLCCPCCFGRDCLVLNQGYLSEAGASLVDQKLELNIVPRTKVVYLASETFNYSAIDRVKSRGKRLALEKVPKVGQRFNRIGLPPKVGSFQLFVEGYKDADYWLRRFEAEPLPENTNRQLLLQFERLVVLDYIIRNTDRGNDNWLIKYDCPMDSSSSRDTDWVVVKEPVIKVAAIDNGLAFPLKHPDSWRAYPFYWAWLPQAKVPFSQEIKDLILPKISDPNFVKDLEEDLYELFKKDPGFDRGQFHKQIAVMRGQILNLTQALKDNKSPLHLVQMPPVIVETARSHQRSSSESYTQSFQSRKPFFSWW
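PI4K2A activity was measured by ADP-Glo luminescence: enzyme (4 ug/mL stock) and phosphatidylinositol (1.2 mM stock) in Tris pH 7.5/MgCl2/EGTA/Triton X-100 buffer were reacted with ATP (300 microM stock) for one hour at ambient temperature.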
JMJD2A Tudor inh – qHTS Assay for Inhibitors of JMJD2A-Tudor Domain | AlphaScreen JMJD2A-Tudor / H3K4me3 peptide binding | Potency, µM (highest dose often 114 µM), for inactives: top-dose activity change, negative = inhibition, actives largely listed as inhibitors | AID 504339, 2011 | hit rate 4.4% among 390,000; also: potency is read from the fitted curve at half-maximal effect; % is scaled to controls: 0 for no effect and ±100 for the full control effect; nearly all actives have a fitted effect of over 50% in size
* = called active by the depositor; i = inactive; ? = inconclusive; / = no result given; [ ] = another dose, or the depositor's remark. Unless noted, calls follow the shape of the dose curve; as a rule, active = well fitted curve in the direction sought with a large enough effect; inconclusive = small, poorly fitted or top-dose-only effect, or another doubt; inactive = no such curve, though single readings can be large; an effect the other way counts as inactive or inconclusive.

SMILES	GLS inh	BAZ2B block	Tb PGK inh	HP1b chromo inh	G9a block	Pin1 inh	ERG-DNA inh	PI4K2A block	JMJD2A Tudor inh
NC(=O)C1CCN(Cc2nc3ccccc3c(=O)[nH]2)CC1	4%	-35%	-6%	6%	?	4%	4%	4	3.2µM*
Oc1cccc(C(O)CNCc2ccc(OCc3ccc(Cl)cc3Cl)cc2)c1 (stereo not drawn)	12%	-27%	-1%	-32%	-22%	-2%	1%	4	?
O=C(CNC(=O)c1cccnc1)N/N=C/c1cc(Br)c(O)c(Br)c1	1%	1%	i	37%	-8%	-6%	-10%	-2	-3%
COC(=O)c1sc(NC(=O)c2cc3nc(-c4ccc(Br)cc4)cc(C(F)(F)F)n3n2)c(C(=O)OC)c1C	-13%	-2%	-3%	-4%	-2%[59 µM]	-3%	-2%	-1	-6%
CCOc1ccc2[nH]c(=O)c(CN(CCOC)C(=O)N3CCOCC3)cc2c1	-5%	10%	-9%	57%[activator]	3%[59 µM]	-2%	-2%	5	-1%
Cc1noc(C)c1COc1ccc(C(=O)NNC(=O)c2ccccc2O)cc1	9%	6%	i	54%[activator]	22%	5%	-9%	0	-6%
COC(=O)C1=C(C)NC(=O)CC1c1cccc(Cl)c1Cl (stereo not drawn)	0%	8%	4%	31%	10%	?	3%	0	-3%
O=c1c(CO)cc(CO)cc(CO)c1O	-4%	10µM*	-3%	15%	/	?	-18%	0	22µM*
CC1(C)NC(=O)N(CCCOc2ccccc2Br)C1=O	8%	5%	-1%	7%	15%	-4%	-7%	-3	-12%
COc1ccc(N=C2S/C(=C\c3cccs3)C(=O)N2CC(C)C)cc1	0%	?	3%	-15%	-38%[12.7 µM]	-5%	-4%	-11	?
CCOCCCn1c(=S)[nH]c2cc(C(=O)NCCN(CC)CC)ccc2c1=O	5%	-39%	-9%	22%	?	-1%	-6%	-4	-11%
O=C(CNc1cc(S(=O)(=O)N2CCCC2)ccc1OCC(F)(F)F)Nc1ccc(SC(F)F)cc1	-3%	-7%	0%	31%	?	?	-9%	-2	-23%
CCOc1c(Cl)cc(/C=N/O)cc1OC	14%	11%	i	22%	24%[59 µM]	0%	-5%	-1	-4%
O=C1/C(=C/c2ccc(O)c(O)c2)SC(=S)N1Nc1ccccc1	46%[activator]	3.5µM*	-11%	7.1µM*	10µM*	98%[activator]	147%[activator]	-11	10µM*
CCc1ccc(/C=N/Nc2nn[nH]n2)cc1	-32%	?	-8%	28%	10µM*	0%	11%	1	?
Clc1ccc(-c2n[nH]c3c2CCC3)c(Cl)c1	-3%	-8%	i	41%[activator]	-25%	-1%	0%	3	3%
Cc1cccc(C(=O)Nc2cccc(OCc3cc(=O)n4cccc(C)c4n3)c2)c1	1%	-4%	-7%	14%[57 µM]	-9%[59 µM]	2%	-2%	-1	-15%
Cc1nn(C)c(C)c1N1C(=O)c2cccc3c(N)ccc(c23)C1=O	-7%	8%	-9%	45%	-8%	?	35µM*	4	9%
CCOC(=O)c1[nH]c(C)c(CN(Cc2ccco2)C(=O)C(F)(F)F)c1C	10%	-38%	-12%	17%	-41%	8%	2%	6	-25%
CC(C)Cn1c(N)c(C(=O)COC(=O)c2ccc3ccccc3n2)c(=O)n(C)c1=O	-13%	13%	-2%	17%	21%[59 µM]	-3%	-3%	4	-1%[57.1 µM]
COc1ccccc1NC(=O)CN1CCN(c2ccccc2)CC1	14%	-23%	2%	16%[57 µM]	?	-4%	25%	-2	-12%
CCCn1c(SCC(=O)Nc2cc(Cl)ccc2Cl)n[nH]c1=O	4%	-13%	1%	36%	-28%	?	82%[activator]	2	-13%
COc1ccc(-c2noc(C3CCCN(C(=O)c4cccc(C)c4)C3)n2)cc1 (stereo not drawn)	0%	-17%	-4%	42%	14%[0.501 µM]	-4%	14%	2	-17%
O=S(=O)(Nc1nc2ccccc2nc1NCC1CCCO1)c1ccc(F)cc1 (stereo not drawn)	12%	-1%	5%	29%	11%[59 µM]	8%	2%	-4	-8%
CCC(=O)Oc1c(Sc2ccc(Cl)cc2)c(C)nn1-c1ccccc1	-5%	1%	-7%	30%	2.8µM*	23%	-13%	-24	-22%

A draw from above in order of length of the SMILES, highest first.
SMILES	GLS inh	BAZ2B block	Tb PGK inh	HP1b chromo inh	G9a block	Pin1 inh	ERG-DNA inh	PI4K2A block	JMJD2A Tudor inh
O=C(CNC(=O)c1cccnc1)N/N=C/c1cc(Br)c(O)c(Br)c1	1%	1%	i	37%	-8%	-6%	-10%	-2	-3%
Cc1noc(C)c1COc1ccc(C(=O)NNC(=O)c2ccccc2O)cc1	9%	6%	i	54%[activator]	22%	5%	-9%	0	-6%
COC(=O)C1=C(C)NC(=O)CC1c1cccc(Cl)c1Cl (stereo not drawn)	0%	8%	4%	31%	10%	?	3%	0	-3%
CC1(C)NC(=O)N(CCCOc2ccccc2Br)C1=O	8%	5%	-1%	7%	15%	-4%	-7%	-3	-12%
Clc1ccc(-c2n[nH]c3c2CCC3)c(Cl)c1	-3%	-8%	i	41%[activator]	-25%	-1%	0%	3	3%
CCOc1c(Cl)cc(/C=N/O)cc1OC	14%	11%	i	22%	24%[59 µM]	0%	-5%	-1	-4%

(listing goes on)
SMILES	GLS inh	BAZ2B block	Tb PGK inh	HP1b chromo inh	G9a block	Pin1 inh	ERG-DNA inh	PI4K2A block	JMJD2A Tudor inh
CCOC(=O)N1CCN(C(=O)C2CCN(Cc3cccc(OCc4ccccc4)c3)CC2)CC1	9%	?	i	?	14µM*	-6%	0%	0	2.2µM*
CC(C(=O)O)N1CCCCC1 (stereo not drawn)	-4%	-29%	-2%	68%[activator]	?	6%	-4%	4	3%[11.4 µM]
C[C@H](NC(=O)N1CCn2c1nc1ccccc12)C(=O)NCCc1ccccc1	-3%	-12%	-10%	40%[activator]	21%[0.0925 µM]	-8%	4%	2	-15%
CC1(C)CC(=O)c2cc(C#N)c(=O)n(-c3ccc(Cl)cc3)c2C1	0%	4%	i	36%	14µM*	0%	3%	-1	-7%
CC[C@@H]1C=C(C(=O)O)[C@H](c2ccc3c(c2)OCO3)N1S(=O)(=O)c1ccc(C)cc1	-3%	/	0%	30%	/	-1%	-1%	-3	-10%
O=S(=O)(Nc1cc2nc3ccccc3nc2n1Cc1ccccc1)c1ccc(Cl)cc1	-8%	-6%	i	78%	15%[59 µM]	?	-10%	?	19%
Cc1ccnc(NC(=O)c2ccc([N+](=O)[O-])s2)c1	8%	-7%	-1%	24%	22%	-10%	-2%	-2	-11%
CCCCN(CC)C(=O)c1ccc2c(c1)NC(=O)c1ccccc1S2	6%	-10%	-1%	27%	-30%[59 µM]	-10%	1%	-3	-16%
O=C(NC(=S)Nc1cccc(Cl)c1)c1cncc(Br)c1	19%	/	5%	2%	/	0%	-3%	-19	13%
Cc1ccnc(NS(=O)(=O)c2cccc3nsnc23)c1	6%	0%	3%	34%	5%[59 µM]	-8%	-9%	5	4%
Cc1cc(C)c(S(=O)(=O)NCc2ccccn2)c(C)c1	-5%	11%	-5%	39%[activator]	53%[activator]	10%	-8%	-1	-12%
CCOc1cc(CNc2ccc(O)cc2)ccc1OCc1ccc(Cl)cc1Cl	-12%	?	-30%	-38%	?	-16%	?	?	79µM*
COc1ccc(C2CC(c3cccs3)=NN2C(=O)CSc2nc3ccccc3s2)cc1 (stereo not drawn)	-3%	-25%	i	14%	1%[59 µM]	23%	3%	-7	-2%
Cc1cccnc1NC(=O)C(C)N1C(=O)c2ccccc2C1=O (stereo not drawn)	2%	-13%	6%	17%	10%	4%	0%	4	-10%
Cc1ccc(-n2ncc3c(NNC(=O)c4cccs4)ncnc32)cc1	0%	1%	0%	30%	-1%	-4%	-7%	10	-7%
Cc1cc(C)cc(NC(=O)CN2CCC(NC(=O)c3cccc(F)c3)CC2)c1	-10%	-2%	-6%	17%	-3%	0%	11%	6	0%
Cc1ccc([N+](=O)[O-])cc1NC(=S)NC(=O)c1ccco1	0%	-5%	-1%	32%	-6%	-2%	1%	-6	0%
Cc1ccc(S(=O)(=O)NC2=NCN(Cc3cccnc3)CN2)cc1	-1%	25%	i	17%	9%	-5%	0%	0	-10%

Bioassay records from PubChem.

The order is random; overall some 11% were active at least once.
